Assay outcomes deposited in PubChem by Broad Institute.
ARNT TACC3 PPI = ARNT/TACC3 interaction disruption; Q9Y6A5; AlphaScreen His-ARNT PAS-B/GST-TACC3 binding, luminescence; TACC3 fragment carries E629A point mutation; inhibition, % at 9.99 µM; 390,000 compounds, 0.66% hits; AID 623870;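 active = mean inhibition of replicates at least 50% and at least half of replicates each reaching 50%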;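 note: 0% = complete ARNT plus TACC3 wells and 100% = ARNT alone without TACC3; many hits fall short of the cut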
esBAF inh = inhibitors of esBAF chromatin remodeling in mouse ES cells; Bmi1-luciferase knock-in reporter, 24 h; 100% = twice the neutral-well signal; reporter increase, % at 12.5 µM; 350,000 compounds, 2% hits; in the data active = activation above about 40%;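 note: 0% = median of the plate's neutral control wells and 100% = double that signal; a rise in the Bmi1 reporter signal indicates esBAF inhibition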
SIRT5 block = blocks human SIRT5 desuccinylation of peptide | Q9NXA8 | Purified SirT5, succinyl-peptide AMC, trypsin-coupled fluorescence | inhibition, % at 15 µM | 330,000 compounds, 1.1% hits | AID 652115; in the data active = inhibition above about 15%
Target sequence (Q9NXA8 whole entry, looked up): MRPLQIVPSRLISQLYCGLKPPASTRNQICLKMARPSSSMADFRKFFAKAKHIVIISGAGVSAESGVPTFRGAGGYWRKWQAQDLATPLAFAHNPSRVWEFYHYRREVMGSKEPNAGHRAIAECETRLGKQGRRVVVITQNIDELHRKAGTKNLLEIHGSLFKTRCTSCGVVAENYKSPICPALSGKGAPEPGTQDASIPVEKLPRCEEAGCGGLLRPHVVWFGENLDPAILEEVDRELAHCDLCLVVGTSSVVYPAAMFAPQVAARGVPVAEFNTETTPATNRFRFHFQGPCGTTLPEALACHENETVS
Statin myotox sup = protects C2C12 myotubes from simvastatin toxicity | ATP luminescence, 48 h; scaled: DMSO 0, geranylgeraniol control 100 | 330,000 compounds, 0.78% hits | rescue of ATP level, % at 7.49 µM;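 active = mean ATP rescue above about 67%, or every replicate alone reaching that limit, limit read from the data, passing the limit was not always enough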;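 note: myotubes were challenged with 10 µM simvastatin during compound exposure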
miR122 inh = inhibitors of miR-122 in Huh7 cells | Huh7 miR-122 Renilla luciferase sensor, 48 h; neutral wells = 0, positive control = 100 | AID 602342 | 340,000 compounds, 0.3% hits | activation (reporter increase), % at 12.5 µM;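 active = mean replicate activation score at least 90 and every replicate individually at or above 90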;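 note: higher luciferase means less miR-122 activity so hits act as miR-122 inhibitors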
Cneo AK release = causes C. neoformans cell lysis; adenylate kinase release luminescence, 4 h; normalised: neutral wells 0, clomiphene wells 100; lysis activity, % at 15 µM; 360,000 compounds, 0.2% hits; AID 651654;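 active = mean lysis activity across replicates of at least 80%, whatever share of replicates individually reach that level; inactive = mean lysis activity below 80%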
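Material: C. neoformans cells | Amount: Yeast cell density of 5 × 10^6 cells/mL | Medium: Fresh YPD growth medium | Dosing: Single dose | Times: Static 4 h at 37 °C with compound, 1 h detection | Detection: AK luminescence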
ERp5 inh = inhibitors of human ERp5; ERp5 insulin aggregation, absorbance 650 nm, 90 min; inhibition, % at 9.99 µM; 350,000 compounds, 0.05% hits; AID 651711;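 active = mean replicate inhibition above about 25%, with every replicate also reaching it, limit read from the data, passing the limit was not always enough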
Target sequence (Q15084 whole entry, looked up): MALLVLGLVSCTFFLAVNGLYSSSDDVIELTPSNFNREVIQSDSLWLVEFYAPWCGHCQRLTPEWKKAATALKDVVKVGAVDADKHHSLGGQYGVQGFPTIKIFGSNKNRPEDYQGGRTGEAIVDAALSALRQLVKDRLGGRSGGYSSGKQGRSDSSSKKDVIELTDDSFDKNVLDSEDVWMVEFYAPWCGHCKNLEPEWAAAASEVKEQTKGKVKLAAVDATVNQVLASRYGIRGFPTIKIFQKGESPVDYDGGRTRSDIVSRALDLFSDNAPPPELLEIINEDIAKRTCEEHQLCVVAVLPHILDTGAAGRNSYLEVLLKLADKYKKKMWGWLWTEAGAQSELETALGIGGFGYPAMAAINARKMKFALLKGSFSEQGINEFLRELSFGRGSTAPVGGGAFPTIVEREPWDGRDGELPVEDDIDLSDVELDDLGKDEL
Starred values were filed as active, the others as inactive; · = not tested or not shown; [ ] = remark or other dose. Not a hit list; any-hit rate near 4%.

SMILES | ARNT TACC3 PPI | esBAF inh | SIRT5 block | Statin myotox sup | miR122 inh | Cneo AK release | ERp5 inh
Cc1ccc(N2CCN(C(=O)c3ccccc3NC(=O)C3CC=CCC3C(=O)O)CC2)cc1 (stereo unspecified) | -5 | 12 | · | · | -13 | 0 | ·
O=C1CCCC2=C1C(O)(C(F)(F)F)C(=O)N2Cc1ccccc1 (stereo unspecified) | -1 | -2 | · | 9 | -1 | 0 | ·
CC(=O)c1ccc(OC2(C)CCN(CCOc3ccc(C)cc3)C2)cc1 (stereo unspecified) | · | -12 | 0 | 9 | 6 | 2 | 1
C/C=C/c1ccc2c(c1)O[C@H](CN(C)C(=O)NCCC)[C@H](C)CN([C@H](C)CO)S2(=O)=O | 16 | -1 | -4 | 2 | -15[16.7 µM] | 3 | 1
C/C(=N\NC(=O)c1ccc2c(c1)OCO2)c1ccc(O)cc1 | 0 | · | 2 | · | · | · | -3
O=C(CSc1n[nH]c(-c2cccnc2)n1)Nc1cccc(Cl)c1 | -3 | -6 | 0 | 3 | -1 | · | -5
COc1ccc(C2=CC(=O)CC(C)(C)C2)cc1OC | 1 | 7 | · | 11 | · | 0 | -8
OC(CN1CCCCC1)Cn1c2ccc(Cl)cc2c2cc(Cl)ccc21 (stereo unspecified) | 12 | -5 | -4 | -15 | -8 | 6 | -1
Nc1cc(OC(=O)c2ccccc2Br)nn1S(=O)(=O)c1ccccc1 | -1 | -2 | · | 56 | 4 | 1 | ·
COCCCN1C(=O)c2ccccc2C1C(=O)NC1CCCCCC1 (stereo unspecified) | -8 | 4 | 0 | -9 | 3 | 1 | 5
O=C(Cc1ccccc1)N/N=C/c1ccc(OC(=O)/C=C\c2ccco2)cc1 | 15 | -1 | · | 19 | -11 | -10 | ·
Cc1ccc(S(=O)(=O)NN=Cc2ccccc2Cl)cc1 | · | -6 | -1 | 3 | 3 | 1 | 5

Compound profiles, from the list above. Order of screens: ARNT TACC3 PPI	esBAF inh	SIRT5 block	Statin myotox sup	miR122 inh	Cneo AK release	ERp5 inh
`O=C(CSc1n[nH]c(-c2cccnc2)n1)Nc1cccc(Cl)c1` as listed: -3	-6	0	3	-1	·	-5
`Cc1ccc(N2CCN(C(=O)c3ccccc3NC(=O)C3CC=CCC3C(=O)O)CC2)cc1` (stereo unspecified) as listed: -5	12	·	·	-13	0	·
`COCCCN1C(=O)c2ccccc2C1C(=O)NC1CCCCCC1` (stereo unspecified) as listed: -8	4	0	-9	3	1	5
`CC(=O)c1ccc(OC2(C)CCN(CCOc3ccc(C)cc3)C2)cc1` (stereo unspecified) as listed: ·	-12	0	9	6	2	1
`O=C1CCCC2=C1C(O)(C(F)(F)F)C(=O)N2Cc1ccccc1` (stereo unspecified) as listed: -1	-2	·	9	-1	0	·

New compounds follow.
SMILES | ARNT TACC3 PPI | esBAF inh | SIRT5 block | Statin myotox sup | miR122 inh | Cneo AK release | ERp5 inh
CCCC(=O)Nc1ccc2c(c1)C(=O)N(C)[C@@H]1CC[C@H](CC(=O)Nc3ccccc3)O[C@@H]1CO2 | -2 | 1 | 7 | -1 | 7[16.7 µM] | 49 | 3
C[C@H](CO)N1C[C@H](C)[C@H](CN(C)C(=O)Nc2ccc3c(c2)OCO3)Oc2c(NC(=O)Nc3ccccc3)cccc2C1=O | 15 | 21 | -11 | -81 | 13[16.7 µM] | -4 | 0
CCNC(=O)C[C@@H]1C=C[C@@H](NC(=O)C2CC2)[C@@H](CO)O1 | -2 | 2 | -1 | 1 | · | 3 | 2
COc1ccc(Cc2noc(-c3ccc([N+](=O)[O-])cc3)n2)cc1OC | -2 | · | -4 | · | · | · | 4
Cc1noc(C)c1NC(=O)Nc1cccc2c1O[C@@H](CN(C)Cc1ccccc1)[C@H](C)CN([C@H](C)CO)C2=O | 5 | 5 | 1 | -11 | 4[16.7 µM] | 40 | 2
Cn1nccc1NS(=O)(=O)c1ccc(NC(=O)C(F)(F)F)cc1 | 5 | -1 | -1 | -8 | 1 | -1 | 2
C=CCn1c(SCC(=O)NCC2CCCO2)nnc1-c1ccccc1 (stereo unspecified) | 0 | 2 | -3 | 3 | -3 | 1 | -6
C[C@H](CO)N1C[C@H](C)[C@@H](CN(C)S(=O)(=O)c2ccc(F)cc2)Oc2ccc(NC(=O)Cc3cn(C)c4ccccc34)cc2CC1=O | 1 | -1 | 5 | 102* | -5[16.7 µM] | 1 | 14
CCn1c(SCC(=O)Nc2nc(-c3ccc(C)cc3)cs2)nnc1-c1ccccc1 | -11 | 10 | · | 7 | -11 | 0 | ·
CC(=O)Nc1ccc(C(=O)N/N=C/c2ccncc2)cc1 | -6 | · | -9 | · | · | · | 9
COc1ccc(CCNC(=O)c2ccc(CS(=O)(=O)Cc3ccc(C)cc3)o2)cc1OC | · | 3 | -1 | -5 | 9 | 3 | -1
O=C(c1cc2c(s1)CCCC2)n1cccn1 | 0 | 16 | -3 | · | -8 | 3 | 6
COc1ccc(CN(C)C[C@@H]2OCCCC[C@@H](C)Oc3ccc(NS(C)(=O)=O)cc3C(=O)N([C@H](C)CO)C[C@H]2C)cc1 | · | 0 | · | 7 | -4[16.7 µM] | · | ·
CCn1c(CSc2nc(C)cs2)nc2cc(S(=O)(=O)N(C)C)ccc21 | -4 | 1 | · | -13 | 3 | -2 | ·
COc1cc(OC)c(C(=S)N2CCCC2)cc1OC | -4 | -7 | 1 | 4 | 2 | -1 | 1
COc1cccc(CNC(=O)[C@H](C)NC(=O)N2CC(=O)Nc3ccccc32)c1 | · | -6 | 0 | 8 | -6 | 1 | -6
Nc1ccc(N)c(C(=O)O)c1 | 47* | -6 | · | 2 | -2 | 0 | ·
CNc1snc(C)c1C(=O)OC(C)C(=O)Nc1cccc(C)c1 (stereo unspecified) | -12 | 1 | · | 4 | · | 2 | -3
Cc1nc2cc(NC(=O)c3cccc(S(C)(=O)=O)c3)ccc2o1 | -4 | -5 | -4 | 15 | · | 0 | -2
Cc1onc(-c2c(F)cccc2Cl)c1C(=O)c1ccccc1O | -6 | -3 | 0 | 2 | -2 | 6 | 3
CO[C@@H]1CN(C)C(=O)c2ccc(NC(=O)Nc3cccc(Cl)c3)cc2OC[C@H](C)NC[C@H]1C | -4 | 1 | 1 | -31 | 22[16.7 µM] | 3 | 0
O=C(O)/C=C/C(=O)c1ccc2c(c1)CCc1ccccc1-2 | 0 | 44* | 5 | 37 | -3 | -1 | 13
COc1cc(/C=N/NC(N)=S)ccc1OCc1ccc(C)cc1 | 2 | · | 2 | · | · | · | -1
CCOc1ccc2oc(C(=O)N3CCN(c4ccccn4)CC3)c(C)c2c1 | 11 | · | -2 | · | · | -2 | -2
C/C(=N\NC(=O)C1CC1c1ccccc1)c1ccc(C)s1 (stereo unspecified) | -8 | -1 | · | -5 | 4 | 2 | ·
CCC(=O)c1ccc(OCC(O)Cn2nc(C)c(Br)c2C)cc1 (stereo unspecified) | -3 | -2 | -2 | 0 | 1 | 1 | -4
O=C(c1ccccc1[N+](=O)[O-])N1CC2C3C=CC(C3)C2C1 (stereo unspecified) | -7 | -6 | -1 | 2 | 4 | 10 | -9
CC(C)(C)OC(=O)C[C@H]1C/C=C\C[C@@H](CC(=O)N(CCO)Cc2ccccc2)C(=O)N2CCC[C@@H]2COC1=O | -26 | 3 | 0 | 15 | 1 | -3 | 1
Cc1ccc2c(COC(=O)c3n[nH]c4ccccc34)cc(=O)oc2c1 | -11 | 69* | · | 10 | -7 | -3 | ·
C[C@@H]1CCC2[C@](C)(CO)[C@@H](O)CC[C@]2(C)[C@@]12CCC(CO)(CCO)O2 (stereo partly specified) | 0 | 3 | -4 | 14 | -9 | 4 | 0
Cc1ccc(CCNC(=O)C2CCCN(S(=O)(=O)c3c(C)noc3C)C2)cc1 (stereo unspecified) | -4 | · | · | · | 9 | 1 | ·
Cc1[nH][nH]c(=O)c1C(c1ccc([N+](=O)[O-])cc1)c1c(C)[nH][nH]c1=O | 6 | · | 3 | · | · | · | 0
CC1=NN(C(=O)COc2ccccc2C)C(O)(c2ccc(Cl)cc2)C1 (stereo unspecified) | 0 | · | -5 | · | -3 | 0 | -3
C=CCN1Cc2ccccc2[C@H]2OC(c3ccc(OCCCO)cc3)=N[C@@]2(CC=C)C1=O | -10 | · | 4 | · | · | 31 | -1
COc1ccc(CC(NC(C)=O)C(=O)NC2CCN(C(=O)C3CCCCC3)CC2)c(OC)c1 (stereo unspecified) | -2 | 2 | -1 | 6 | -6 | 0 | 2
CC1CC(C)(C)NC2(CCCC2)N1 (stereo unspecified) | -1 | 9 | · | 1 | -7 | 0 | -3
CCCCOc1ccc(C(=O)NCC(=O)N(C)CC(=O)Nc2ccc(N3CCOCC3)cc2)cc1 | 2 | 24 | -5 | 5 | -7 | 0 | 0
COc1ccc(Cl)c(NC(=O)Nc2c(C)n(-c3ccccc3)c(=O)n2C)c1 | -4 | -9 | · | · | -3 | 6 | ·
COc1ccc(NC(=O)CSc2nnc(-c3ccccn3)n2N)cc1 | 55* | 1 | · | 0 | 7 | 0 | ·
C=CCc1cccc2cc(C(=O)Nc3ccc(S(=O)(=O)Nc4nnc(CC)s4)cc3)c(=O)oc12 | 10 | · | 0 | · | · | · | 6
C/C(CC(=O)Nc1ccc2c(c1)OCO2)=N\NC(=O)OC(C)(C)C | -9 | 14 | 4 | 4 | 10 | · | 1
CC(C)c1ccc2c(c1)C(c1ccc(N3CCOCC3)cc1)=NNC(c1cccs1)=N2 | · | 65* | · | 1 | -5 | -1 | ·
COc1ccc(S(=O)(=O)N2CCC(C(=O)N3CCc4ccccc4C3)CC2)cc1C | -2 | -10 | · | 9 | -3 | 8 | ·
COc1ccc(N2C(=O)CC(N3CCC(C(N)=O)CC3)C2=O)cc1 (stereo unspecified) | -3 | -14 | · | -12 | -2 | 1 | ·
C=CCSc1nnc(Cc2cc(=O)[nH]c(=O)[nH]2)n1-c1cc(C)ccc1C | 0 | -4 | · | -4 | 0 | 1 | ·
CCC(=NCc1ccccc1)c1c(C(F)(F)F)[nH]n(-c2nc3ccccc3s2)c1=O | 6 | -2 | · | -9 | -3 | -7 | ·
CC(C)NC(=O)N1[C@@H](CO)[C@@H]2c3ccccc3N(C(=O)Nc3cccc(Cl)c3)C[C@@H]21 | 9 | 3 | 1 | -1 | -3[16.7 µM] | -1 | -5
C/C(=N\NC(=O)c1ccccc1)c1ccc2c(c1)OCO2 | 1 | 34 | · | -1 | -7 | 2 | ·
O=C(N/N=C/c1cc(Cl)cc([N+](=O)[O-])c1O)NC12CC3CC(CC(C3)C1)C2 | 1 | · | 4 | · | · | · | -6
CCCn1c(CCC(=O)O)ccc1-c1ccccc1 | · | · | -4 | · | 2 | · | 2
O=C(C[C@H]1CC[C@H](NC(=O)CN2CCOCC2)[C@@H](CO)O1)NCCc1ccncc1 | 0 | -1 | -1 | -7 | 4[16.7 µM] | 0 | -2
O=C(NCCN1CCN(C(=O)c2cccs2)CC1)c1cccs1 | -2 | -10 | · | 8 | -3 | -2 | ·
O=Cc1c(NCc2ccc(F)cc2)c2ccccc2[nH]c1=O | -4 | -10 | 7 | 1 | 9 | 2 | 3
COc1ccccc1C(C[N+](=O)[O-])c1c(N)n(C)c(=O)n(C)c1=O (stereo unspecified) | · | · | 0 | · | 6 | 1 | 3
Cc1noc(C)c1NC(=O)Nc1ccc2c(c1)C(=O)N([C@H](C)CO)C[C@H](C)[C@@H](CN(C)S(=O)(=O)c1cn(C)cn1)OCCCC[C@@H](C)O2 | -10 | 4 | -4 | · | 6[16.7 µM] | 0 | 1
Cc1ccc(Cn2c(N3CCN(CCO)CC3)nc3c2c(=O)n(C)c(=O)n3C)cc1 | -8 | -10 | 11 | 7 | 1 | 0 | -3
COc1cc(OC)cc(C(=O)NC(=S)N2CCN(c3ccc(C(F)(F)F)cc3[N+](=O)[O-])CC2)c1 | -1 | · | · | · | -5 | 2 | ·

Records above marked active in ARNT TACC3 PPI:
| SMILES | ARNT TACC3 PPI | esBAF inh | SIRT5 block | miR122 inh | ERp5 inh |
| --- | --- | --- | --- | --- | --- |
| Nc1ccc(N)c(C(=O)O)c1 | 47* | -6 | · | -2 | · |
| COc1ccc(NC(=O)CSc2nnc(-c3ccccn3)n2N)cc1 | 55* | 1 | · | 7 | · |
